# Bioassay records as filed in PubChem.
# TCR-CD3 inh: human TCR-CD3 binding inhibition; hit rate 0.37% among 360,000; TAMRA-labeled TCR probe fluorescence, biochemical; inhibition, % at 9.4 µM; in the data active means inhibition above about 19%;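 further: recombinant mutant TCR 2C K166C tagged with TAMRA read by polarization; 0% = receptor in buffer alone and 100% = receptor with positive control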
# GC-B act: GC-B (human) receptor activation; P20594; HEK293-GC-B cells, CNP EC30, cGMP TR-FRET; 0% at EC30 CNP, 100% saturating CNP; activation, % at 10 µM; hit rate 0.11% among 370,000; AID 1920062;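 active means activation at 10 µM reaching about 35% in either raw or pattern-adjusted values, limit read from the data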
# Target sequence (P20594 whole entry, looked up): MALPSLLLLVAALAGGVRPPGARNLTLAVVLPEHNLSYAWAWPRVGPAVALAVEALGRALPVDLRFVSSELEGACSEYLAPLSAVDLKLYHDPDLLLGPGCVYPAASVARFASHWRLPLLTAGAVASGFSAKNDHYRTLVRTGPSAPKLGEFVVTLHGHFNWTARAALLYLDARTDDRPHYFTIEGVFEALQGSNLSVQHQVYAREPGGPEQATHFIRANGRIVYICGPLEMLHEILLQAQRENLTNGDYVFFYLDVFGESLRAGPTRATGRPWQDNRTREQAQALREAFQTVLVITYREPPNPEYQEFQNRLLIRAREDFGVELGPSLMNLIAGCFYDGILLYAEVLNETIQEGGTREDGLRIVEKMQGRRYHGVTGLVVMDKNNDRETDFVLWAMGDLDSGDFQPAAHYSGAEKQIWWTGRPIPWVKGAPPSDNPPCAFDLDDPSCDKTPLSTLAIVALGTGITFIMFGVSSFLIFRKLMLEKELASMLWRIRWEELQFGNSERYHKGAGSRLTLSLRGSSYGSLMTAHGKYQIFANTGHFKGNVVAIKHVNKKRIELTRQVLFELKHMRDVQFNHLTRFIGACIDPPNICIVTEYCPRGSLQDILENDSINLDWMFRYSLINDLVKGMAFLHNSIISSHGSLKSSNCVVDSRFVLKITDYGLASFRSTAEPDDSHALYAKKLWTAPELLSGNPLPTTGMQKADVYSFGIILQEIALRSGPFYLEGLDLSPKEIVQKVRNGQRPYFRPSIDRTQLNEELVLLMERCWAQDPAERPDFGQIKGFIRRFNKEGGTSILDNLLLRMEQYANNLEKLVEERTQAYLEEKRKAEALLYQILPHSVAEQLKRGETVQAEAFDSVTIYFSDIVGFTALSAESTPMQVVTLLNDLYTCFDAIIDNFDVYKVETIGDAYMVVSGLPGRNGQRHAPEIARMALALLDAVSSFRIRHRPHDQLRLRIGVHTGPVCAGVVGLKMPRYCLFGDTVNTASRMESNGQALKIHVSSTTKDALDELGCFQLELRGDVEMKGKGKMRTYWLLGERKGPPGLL
# PRMT1 inh: blocks human protein arginine methyltransferase 1 | recombinant PRMT1, activity-based probe fluorescence polarization | AID 652257 | inhibition, % at 2.79 µM | hit rate 1.3% among 370,000;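 active means inhibition above about 21% made by adding two undisclosed values, limit read from the data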
# mABHD4 FP: inhibitors of mouse ABHD4; hit rate 0.54% among 370,000; inhibition, % at 8.92 µM; Q8VD66; purified mABHD4, FP-Rh probe fluorescence polarization; AID 720543;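 active means inhibition exceeding the mean over every tested compound plus 3 SD, cut at about 30% in these data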;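 further: 0% = plate median of compound wells and 100% = S159A mutant with DMSO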
#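 system = mouse ABHD4 enzyme, wild type | medium = HEPES pH 7.0, NaCl, Pluronic buffer | also added = FP-Rh probe | incubation = Enzyme–compound pre-incubation 45 min, then probe 60 min, both 25 °C | technique = fluorescence polarization, excitation 525 nm, emission 598 nm, BODIPY TMR filters | controls = S159A mutant high control, sample median low control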
# rCAG binder: molecules binding r(CAG) RNA repeats; inhibition, % at 3 µM; hit rate 1.3% among 370,000; r(CAG) RNA repeat, TO-PRO-1 dye displacement fluorescence;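 active means inhibition above the plate cutoff, the mean of all test compounds on that plate plus 3 SD, cut at about 35% in these data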;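 further: 0% = DMSO alone and 100% = 100 µM mitoxantrone as full dye displacement; higher means more dye released from RNA so lower well fluorescence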
# MBD2 DNA inh: MBD2-methylated oligo binding inhibition; Q9UBB5; TR-FRET, MBD2 binding to methylated oligonucleotide; inhibition, % at 4.4 µM; hit rate 0.31% among 370,000; AID 686964; in the data active means inhibition above about 13%
# LEDGF integ inh: blocks HIV-1 LEDGF/p75-dependent DNA integration. TR-FRET IN-LEDGF/p75 DNA integration, Eu/Cy5. inhibition, % at 3.7 µM. hit rate 0.64% among 370,000;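 active means inhibition above the screen-wide mean plus 3 SD, cut at about 13% in these data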;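 further: signal is the Cy5 over europium emission ratio at 671 and 618 nm; 0% = plate median of compound wells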
# TDP2 absorb: blocks human TDP2 phosphodiesterase activity | O95551 | recombinant TDP2, T5PNP hydrolysis, p-nitrophenol absorbance 415 nm | inhibition, % at 12.8 µM | hit rate 0.34% among 370,000 | AID 720702;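 active means inhibition above the mean of all tested compounds plus 3 SD, set per campaign, cut at about 25% in these data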;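 further: 0% = DMSO with enzyme and 100% = buffer with substrate but no TDP2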
#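 Read-out basis: percent inhibition. System: recombinant human TDP2. Buffer or medium: Mg2+-containing Tris-HCl buffer, pH 7.5. Repeats: single replicate. Timing: reaction 2 h, 37 °C. Benchmarks: high control without enzyme, low control DMSO plus TDP2. Probe or stimulus: 5 mM T5PNP. Doses: 12.8 µM only. Measured by: epi absorbance of p-nitrophenol freed from T5PNP by hydrolysis.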
# SIAE inh: blocks human sialic acid acetylesterase; Q9HAT2; SIAE FP-Rh probe binding, fluorescence polarization; inhibition, % at 9.66 µM; hit rate 0.69% among 370,000;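 active means inhibition above a cutoff: mean of compounds within the control limits plus 3 SD of those, cut at about 17% in these data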;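 further: 0% = plate median of compound wells and 100% = probe without SIAE protein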
# HTRA1 inhibitor: inhibitors of human serine peptidase HTRA1; AID 504803; recombinant HTRA1, FP-rhodamine activity-based probe, fluorescence polarization; hit rate 0.5% among 340,000; inhibition, % at 5.96 µM; in the data active means inhibition above about 36%;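 further: 0% = enzyme with DMSO and 100% = wells lacking enzyme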
# * marks the source's active call; other numbers are inactive results; x = no result given. The list is partial; count on the stated rates, not on these rows.
SMILES,TCR-CD3 inh,GC-B act,PRMT1 inh,mABHD4 FP,rCAG binder,MBD2 DNA inh,LEDGF integ inh,TDP2 absorb,SIAE inh,HTRA1 inhibitor
COc1ccc(CNC(=O)CCc2nc3cc(S(=O)(=O)N(C)C)ccc3n2C)cc1OC,3,-4,-5,-1,-3,-5,1,-7,2,5
CCCCNS(=O)(=O)CCNCCc1ccccc1,0,1,-1,-5,-2,-3,4,5,4,0
CC(C)OC(=O)CSc1nc(N)c(C#N)c(-c2ccco2)c1C#N,-5,1,21,-15,32,3,2,-10,-17,-6
O=C(O)/C=C/c1ccc(S(=O)(=O)Nc2ccc(C(=O)NCC(=O)O)cc2)cc1,6,-9,4,-2,4,3,0,-2,-6,1
COC(=O)CSc1snnc1-c1ccc(Cl)c(Cl)c1,5,3,1,0,2,2,-3,1,0,-25
O=C1C(=O)N(CCCO)C(c2ccccc2)/C1=C(\O)c1ccc(Br)cc1 (centres undefined),12,-4,-2,-2,4,0,2,8,-1,11
CN(CC(=O)Nc1ccccc1Cl)C(=O)COC(=O)c1ccc(-c2ccc(O)cc2)cc1,2,2,-4,-17,5,-2,-1,-4,-9,-7
O=C(N/N=C/c1sc(=O)[nH]c1-[n+]1ccc2ccccc2c1)c1ccccc1[O-],33*,4,95*,16,-12,-8,-2,11,11,35
O=C(CCN1C(=O)C2C3C=CC(C3)C2C1=O)N1CCN(c2ccccc2F)CC1 (centres undefined),2,6,2,-9,-9,4,-2,-11,0,-2
COc1ccc(CCNC(=O)c2ccco2)cc1,3,7,1,7,1,-5,-5,4,0,10
Cc1ccc2nc3sc(C(=O)N4CCN(C)CC4)cc3cc2c1,x,-7,-4,0,x,-8,4,-9,3,x
NC(=O)c1sc2nc(-c3ccccc3)c3c(c2c1N)CCCC3,0,-1,25*,6,7,1,-4,2,3,-9
C/C(CC(=O)Nc1cccc(Cl)c1Cl)=N\NC(=O)c1ccccc1N,2,-2,5,-15,7,-1,-3,-3,1,-17
CN(C)S(=O)(=O)c1ccc(NC(=O)C2CCCN(C(=O)c3ccc(Cl)cc3)C2)cc1 (centres undefined),0,-2,-2,1,0,0,8,-5,-2,-2
CN1CCN(C(=O)CSc2nc(-c3cccs3)ccc2C#N)CC1,0,4,12,6,13,-4,6,7,-2,-14
O=C(Nc1cccc(S(=O)(=O)N2CCCCC2)c1)C1CCN(C(=O)c2ccc(Cl)cc2)CC1,3,0,1,-6,3,4,-2,-1,-1,-9
CCCCOP(=O)(OCCCC)C(O)c1ccc(N(C)C)cc1 (centres undefined),0,2,0,0,-11,-2,-3,14,-1,-5
Cc1ccc(SCC(=O)OCn2nnc3ccccc3c2=O)cc1C,0,-1,-4,6,-4,-1,2,-11,2,-1
C/C(=N\Nc1nc2ccccc2[nH]1)c1cc2ccccc2o1,-4,5,-3,29,14,-3,2,-1,24*,8
CC(C)c1ccc(N(CC(=O)NCc2ccc(F)cc2)C(=O)c2snc(C(N)=O)c2N)cc1,5,-3,1,3,4,3,-1,3,-1,4
CCOC(=O)[C@@H]1[C@H]2COc3cc(OC)ccc3[C@@H]2N2C(=O)N(c3ccc(C(F)(F)F)cc3)C(=O)[C@@]12C,5,0,-1,-10,-6,3,-1,5,5,-18
CC(C)C(OC(=O)c1cc2occc2n1C)C(=O)NCc1ccc2c(c1)OCO2 (centres undefined),2,-10,0,-5,-5,-6,-1,-6,4,-8
CC(=O)N1CCN(Cc2cc(=O)oc3ccccc23)CC1,0,-1,2,3,1,-7,2,5,-3,x
O=C(CCc1nnc(C2(c3ccc(Cl)cc3)CCC2)o1)N1CCCC(O)C1 (centres undefined),0,4,1,-3,-4,-2,6,-4,10,4
O=C(Cc1cccc(NC(=O)C2CCCN(C(=O)CCc3ccccc3)C2)c1)Nc1ccc(C(=O)N2CCCCC2)cc1 (centres undefined),-2,1,5,5,7,4,-3,6,3,-13
C/C(CC(=O)Nc1ccc(Cl)cc1Cl)=N\NC(=O)c1ccco1,3,5,4,3,1,-3,-3,-10,3,-4
C#CCCc1cocc1/C=[N+](\[O-])c1ccc(C(=O)OCC)cc1,2,0,15,-5,32,-7,5,-18,-8,-33
O=C(NCC1CC1)c1ccc2nc([C@@H]3O[C@H](CO)[C@H](O)[C@H](O)[C@H]3O)[nH]c2c1,0,-1,3,-7,2,-5,-1,10,1,x
CC1=NN=C(c2ccccc2)C(c2c[nH]c3ccccc23)N1O (centres undefined),1,-9,5,-5,6,1,-1,-11,-8,0
O=S(=O)(c1ccc(Cl)cc1)N1CCC(n2cccc2)CC1,0,-2,-2,4,6,3,0,11,6,-1
COc1ccc(C(C(=O)NC2CCCCC2)N(C(=O)c2snc(C(N)=O)c2N)c2ccc(OC)cc2OC)cc1 (centres undefined),-6,3,3,-9,8,4,0,6,0,-29
O=C(OCC(=O)N1CCN(C(=O)c2ccco2)CC1)c1cccc(O)c1,0,0,1,5,0,-2,2,6,2,4
Nc1nonc1-n1nnc(C(=O)N/N=C/c2cccc(F)c2)c1CN1CCCC1,-5,-3,3,-1,-1,3,-1,5,1,2
N#Cc1c(NCCCO)nc(NCc2ccccc2)c2c1CCN(Cc1ccccc1)C2,-3,1,5,6,-9,4,0,-13,10,-7
Cc1cccc(C)c1NC(=O)c1c(C)nn(-c2ccccc2)c1Cl,5,7,2,-2,-3,2,-1,-4,9,6
O=C(NC(=S)Nc1ccccc1N1CCOCC1)c1ccc([N+](=O)[O-])cc1,0,0,1,7,-1,1,1,-12,3,5
COc1ccc(CN2C(=O)NC(C)(c3ccc(C)cc3)C2=O)cc1F (centres undefined),3,-1,-3,-3,-2,-6,5,-15,-2,0
O=C(NCCCN1CCN(CCCNC(=O)c2ccc(F)cc2)CC1)c1ccc(F)cc1,1,2,-2,8,0,-6,-1,2,-1,8
O=C(COc1ccc(Cl)cc1Cl)Nc1ccc(S(=O)(=O)NC2=NCCCCC2)cc1,1,6,-1,12,4,4,-2,-5,-1,-6
CCOC(=O)C1=C(C)N=C2SC(C)C(=O)N2C1/C=C/c1ccccc1OC (centres undefined),-4,2,2,-10,17,1,2,1,-17,-27
CC(C)N(Cc1c(O)ccc2c(=O)c(-c3ccc(Cl)cc3)coc12)C(C)C,-2,-12,-3,-1,42*,-1,-3,11,-4,-41
CCn1c(=O)n(CC(=O)N2CCOCC2)c(=O)c2ccccc21,x,-7,-3,4,0,-3,-2,-4,6,x
CCC[C@H]1[C@@H](NS(=O)(=O)c2ccccc2[N+](=O)[O-])CC[C@@]23CCCN2C(=O)CCC[C@@H]13,x,-11,1,6,x,-4,1,1,-1,x
CC(=O)C1=C(c2ccccc2)NC(=O)NC1c1ccc(O)c(Cl)c1 (centres undefined),7,-3,2,-2,0,1,-2,-2,6,-9
COc1cccc(CCNC(=O)c2ccc(OC)c(OC3CCN(C(C)C)CC3)c2)c1,5,0,-7,-2,-7,-1,0,-1,0,-1
Cc1csc(NC(=O)C2C3C=CC(C3)C2C(=O)O)n1 (centres undefined),4,0,-3,6,3,-3,-1,5,2,-2
Cn1cnnc1SCc1ccc(C(=O)N/N=C/c2cccs2)cc1,1,4,7,-1,-1,1,-4,-6,-2,-3
FC(F)Oc1ccc(-c2csc(Cc3nnc4n3CCCCC4)n2)cc1,-4,2,4,0,-1,8,5,3,-3,1
COCCN1CCN(c2c3c(nc4cc(-c5cccc(F)c5)nn24)CCC3)CC1,1,0,-1,6,-7,-1,3,12,5,1
COCCn1c(SCC(=O)NC2CCCCC2C)nnc1-c1ccncc1 (centres undefined),-1,6,0,7,-2,-2,2,4,3,14
COc1ccccc1NS(=O)(=O)c1cc(C(=O)N2CCCCCCC2)ccc1C,1,5,0,0,-2,1,-1,4,-11,1
CCN(CC)C(=O)Oc1cc(COC)nc(-c2ccccc2)n1,4,8,-2,1,-6,-2,-2,2,2,x

# Structural class: the entries above containing a Cl atom (12)
SMILES,TCR-CD3 inh,GC-B act,PRMT1 inh,mABHD4 FP,rCAG binder,MBD2 DNA inh,LEDGF integ inh,TDP2 absorb,SIAE inh,HTRA1 inhibitor
COC(=O)CSc1snnc1-c1ccc(Cl)c(Cl)c1,5,3,1,0,2,2,-3,1,0,-25
CN(CC(=O)Nc1ccccc1Cl)C(=O)COC(=O)c1ccc(-c2ccc(O)cc2)cc1,2,2,-4,-17,5,-2,-1,-4,-9,-7
C/C(CC(=O)Nc1cccc(Cl)c1Cl)=N\NC(=O)c1ccccc1N,2,-2,5,-15,7,-1,-3,-3,1,-17
CN(C)S(=O)(=O)c1ccc(NC(=O)C2CCCN(C(=O)c3ccc(Cl)cc3)C2)cc1 (centres undefined),0,-2,-2,1,0,0,8,-5,-2,-2
O=C(Nc1cccc(S(=O)(=O)N2CCCCC2)c1)C1CCN(C(=O)c2ccc(Cl)cc2)CC1,3,0,1,-6,3,4,-2,-1,-1,-9
O=C(CCc1nnc(C2(c3ccc(Cl)cc3)CCC2)o1)N1CCCC(O)C1 (centres undefined),0,4,1,-3,-4,-2,6,-4,10,4
C/C(CC(=O)Nc1ccc(Cl)cc1Cl)=N\NC(=O)c1ccco1,3,5,4,3,1,-3,-3,-10,3,-4
O=S(=O)(c1ccc(Cl)cc1)N1CCC(n2cccc2)CC1,0,-2,-2,4,6,3,0,11,6,-1
Cc1cccc(C)c1NC(=O)c1c(C)nn(-c2ccccc2)c1Cl,5,7,2,-2,-3,2,-1,-4,9,6
O=C(COc1ccc(Cl)cc1Cl)Nc1ccc(S(=O)(=O)NC2=NCCCCC2)cc1,1,6,-1,12,4,4,-2,-5,-1,-6
CC(C)N(Cc1c(O)ccc2c(=O)c(-c3ccc(Cl)cc3)coc12)C(C)C,-2,-12,-3,-1,42*,-1,-3,11,-4,-41
CC(=O)C1=C(c2ccccc2)NC(=O)NC1c1ccc(O)c(Cl)c1 (centres undefined),7,-3,2,-2,0,1,-2,-2,6,-9
